# NTR1 agonist: NTR1-driven beta-arrestin-GFP spot formation – imaging, U2OS cells, high content, primary screen (AID 493036); P30989; agonist mode; activation, % at 20 µM; hit rate 0.17% among 330,000;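 active = activation at or above 40% of the spot to cytoplasm intensity ratio, with at least 20 cells analyzed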;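 also: 0% = DMSO without peptide and 100% = 100 nM NTR1 peptide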
# Target sequence (P30989 whole entry, looked up): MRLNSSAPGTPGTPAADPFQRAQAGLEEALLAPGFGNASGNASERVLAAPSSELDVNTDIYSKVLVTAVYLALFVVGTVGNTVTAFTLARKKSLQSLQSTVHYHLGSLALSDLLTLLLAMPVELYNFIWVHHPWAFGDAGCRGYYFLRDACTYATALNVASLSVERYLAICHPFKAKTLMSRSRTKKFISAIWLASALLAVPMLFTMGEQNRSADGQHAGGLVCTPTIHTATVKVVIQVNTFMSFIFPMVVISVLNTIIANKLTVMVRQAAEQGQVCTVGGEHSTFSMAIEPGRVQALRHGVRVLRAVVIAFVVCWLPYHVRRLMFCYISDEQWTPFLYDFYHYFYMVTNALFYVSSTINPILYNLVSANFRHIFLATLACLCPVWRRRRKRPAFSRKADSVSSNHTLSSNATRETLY
# Rac1 GTP hydrolysis: MgcRacGAP GTPase-activating activity inhibitors, confirmation, biochemical, ADP Hunter fluorescence; MgcRacGAP-stimulated Rac1 GTP hydrolysis, ADP Hunter fluorescence; higher % means a stronger effect; GST-tagged Rac1 F28L mutant substrate; hit rate 0.6% among 340,000; one-dose inhibition, % at 30 µM; IC50 in µM for titrated hits;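 active = first-screen hits whose inhibition reached a set limit at any dose in the follow-up dose series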;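 also: fluorescence reports GDP produced by GAP-driven GTP hydrolysis; strong numbers were not always called active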
# T cell HTS: T cell immune modulators affecting CD8 T cell-vesicle binding; 2C CD8+ T cell-vesicle binding, flow cytometry; active compounds read low; AID 2052; calls only at 7 µM; hit rate 0.068% among 330,000;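 active = response, share of CD8 T cells binding vesicles, and their 90th percentile fluorescence all below set limits, cut at about 80% in these data, passing the limit was not always enough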
#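 Also added: QL9-peptide-loaded Drosophila micro-vesicles bearing Ld, ICAM-1 and B7-1; Test system: purified 2C TCR transgenic mouse naive CD8+ T cells; Measured by: cytometric PE anti-B7-1 and Alexa647 anti-CD8 signals after 1% paraformaldehyde fixation; Timing: binding step 1.5 h, 37 °C, antibody labelling 20 min, ice.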
# T cell HTS vesicle-bound %: also measured in T cell HTS; calls as there; double positive events, %; measured here: CD8+ vesicle-bound cell fraction;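 binding gate set so that unloaded-vesicle control wells show 10% double positive cells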
# NTR1 agonist cell count 20 µM: further read-out of NTR1 agonist, marked with its call; cell count; measured here: cell count, cytotoxicity flag
# Numbers without * were called inactive; i = inactive. The list is partial. The share of hits here may be higher or lower than overall.
SMILES,NTR1 agonist,NTR1 agonist cell count 20 µM,Rac1 GTP hydrolysis,T cell HTS,T cell HTS vesicle-bound %
CC1(C)OC(C)(C)/C(=C\c2ccc(OCC(N)=O)cc2)C1=O,-0.4,61,8.2%,i,25.8
CC(=O)c1ccccc1NC(=O)COC(=O)c1c(C)nn(-c2ccccc2)c1C,-0.2,63,2.3%,i,19.9
C[C@H]1CN([C@@H](C)CO)C(=O)c2cccc(NC(=O)c3cnccn3)c2O[C@@H]1CN(C)S(=O)(=O)c1ccc(F)cc1,0.5,49,1.0%,i,8.2
Cc1c(C(=O)Nc2nc(-c3ccccn3)cs2)oc2ccccc12,-0.1,64,13.7%,i,21.3
CCOc1ccc(OCCC(=O)Nc2ccc3c(c2)OCO3)cc1,1.7,64,-3.8%,i,40.9
Cc1ccccc1NC(=O)c1ccc(OCc2c(C)noc2C)cc1,1.6,78,6.7%,i,4.2
CC1(C)O[C@@H]2[C@H](O1)[C@@H](COS(=O)(=O)O)O[C@H]2n1cnc2c(=O)[nH]cnc21,0.1,60,7.4%,i,50.6
Cn1ccc(NS(=O)(=O)c2cc(Br)ccc2Br)n1,-2.1,56,4.8%,i,4.1
COc1ccc(CN2C(=O)C(C)Nc3ncnc(N4CCN(c5ccccc5)CC4)c32)cc1 (stereo not given),1.4,55,6.6%,i,8.3
CCc1cccc2c(C(=O)CN3C(=O)N(C)C4(CCCCC4)C3=O)c[nH]c12,2.2,58,4.6%,i,35.3
CCN1C(=O)[C@H]2[C@@H](c3ccc(-c4ccc(Cl)c(Cl)c4)c(OC)c3)N3CCCC[C@@]3(C(=O)OC)[C@H]2C1=O,-0.1,8,7.1%,i,17.9
Cc1cccc(C(=O)OCC(=O)Nc2c(C)n(C)n(-c3ccccc3)c2=O)c1O,0.0,56,6.5%,i,51.4
CC1CC(C)CN(C(=O)C(C)N(C)CC(=O)Nc2ccc(F)cc2)C1 (stereo not given),0.7,68,3.4%,i,35.0
CC(=NNC(=O)CCC(=O)Nc1ccccc1Cl)c1ccco1,2.1,67,-0.4%,i,56.4
C=C[C@H](CC(C)C)N(Cc1ccccc1)S(=O)(=O)N(Cc1ccccc1)[C@@H](C=C)CC(C)C,1.3,50,10.3%,i,20.7
Cc1cc(=O)c(C(=O)Nc2cccc(C(=O)NC3CC3)c2)nn1-c1ccccc1Cl,-1.4,62,-5.7%,i,19.2
O=C(N=C1SC2CS(=O)(=O)CC2N1c1ccccc1)c1ccccc1 (stereo not given),-2.7,50,6.4%,i,42.9
CCN(C(=O)c1c(C)noc1C)c1c(N)n(Cc2ccccc2)c(=O)[nH]c1=O,0.5,64,5.7%,i,41.5
O=C(COC(=O)CCC(=O)c1ccc(F)cc1)NCc1ccccc1Cl,5.7,54,7.3%,i,22.5
O=C(COC(=O)c1ccccn1)NCCc1ccc(Cl)cc1,5.0,54,0.4%,i,43.1
Cc1cc(SCC(=O)N(CC(C)C)c2c(N)n(CC(C)C)c(=O)[nH]c2=O)nc2ccccc12,0.5,39,-3.9%,i,40.1
C=CCn1c(C)cc(C(=O)COC(=O)CCc2cc(OC)c(OC)c(OC)c2)c1C,1.2,53,1.5%,i,52.7
CCCCn1c(=S)[nH]c2cc(S(=O)(=O)N3CCOCC3)ccc21,0.5,52,6.7%,i,50.9
O=C(Cn1cc(C(F)(F)F)cc(Cl)c1=O)NC1CCS(=O)(=O)C1 (stereo not given),-1.6,93,10.0%,i,16.1
Cc1ccc(S(=O)(=O)NCC(=O)NCC2COc3ccccc3O2)cc1C (stereo not given),1.6,56,6.8%,i,43.8
Oc1ccc(Cl)cc1CNCc1ccc(Cl)nc1,3.2,48,4.6%,i,29.7
COc1ccc(C(=O)OCC(=O)c2c[nH]c3ccccc23)c(OC)c1,0.3,75,8.3%,i,30.0
Cc1nc(C)c(C(=O)OCC(=O)NCc2ccccc2Cl)s1,-1.2,61,0.6%,i,36.1
COc1ccccc1C(=O)Nc1ccc(OCC(=O)N2C(C)CCCC2C)cc1 (stereo not given),-0.7,41,0.2%,i,40.0
Fc1ccc2cnc(-c3cccnc3)cc2c1,0.2,53,6.4%,i,17.4
O=C(Nc1ccc2c(c1)OCO2)c1cc(Cl)ccn1,-0.9,47,6.7%,i,22.2
Clc1cccc(-c2nc(-c3ccc(-c4nn[nH]n4)cc3)no2)c1,0.7,52,3.9%,i,42.6
COc1ccc(N2CCN(C(=O)c3cccc(S(=O)(=O)N4CCc5ccccc54)c3)CC2)cc1,2.9,67,12.2%,i,32.4
C[C@@H](C(=O)Nc1ccc(SC(F)F)cc1)N1C(=O)C2CCCCC2C1=O (stereo not given in full),4.0,65,6.7%,i,26.9
O=C(Nc1ccc2nc3n(c(=O)c2c1)CCCC3)c1ccc(Cl)nc1,-1.6,62,4.1%,i,36.6
COCCn1c(=N)c(C(=O)NCCc2ccccc2)cc2c(=O)n3cccc(C)c3nc21,3.5,34,8.1%,i,15.4
O=C(Cn1[nH]c(=O)c2ccccc2c1=O)OCC(=O)c1ccc(F)c(F)c1,1.6,57,5.6%,i,43.7
COc1cccc(NC(=O)COC(=O)CNC(=O)C2CCCCC2)c1,1.5,56,5.0%,i,45.9
CC1(C)C(=O)Nc2ccccc2N1C(=O)COC(=O)c1cc(Cl)cc(Cl)c1,6.1,61,3.9%,i,33.2
Cc1cc(C(=O)NNS(=O)(=O)c2cc(C(=O)O)ccc2Cl)c(C)n1-c1ccccc1,1.7,66,7.8%,i,47.5
Cc1nc(SCC(=O)N2CCOCC2)c2c3c(sc2n1)CCC3,0.8,59,11.9%,i,56.5
Cc1noc(C)c1COc1ccc(C(=O)N2CCN(S(=O)(=O)c3ccccc3)CC2)cc1,2.4,64,2.5%,i,38.8
COc1ccccc1NC(=O)COC(=O)c1cc(C)nc2ccccc12,1.4,70,-1.0%,i,36.4
CC(C)(C)C(=O)NCc1ccc(C(=O)CSc2nnc(C3CC3)n2C2CC2)s1,-3.1,53,8.5%,i,24.9
CC(=O)Nc1ccc(SCCN2CC[C@@H](O)CCC2=O)cc1,-0.2,67,7.0%,i,14.0
CN(C)S(=O)(=O)c1cccc(C(=O)OCC(=O)Nc2ccc3c(c2)OCCO3)c1,2.3,86,2.4%,i,50.5
COc1cc(/C=C/C(=O)OCC(=O)NCc2ccc3c(c2)OCO3)cc(OC)c1OC,0.4,55,-0.1%,i,55.2
COc1ccccc1CNC(=O)COc1ccccc1C(=O)c1cnn(-c2ccccc2)c1,0.5,56,-0.5%,i,30.3
O=[N+]([O-])c1cccc(S(=O)(=O)/N=C(/Nc2ccccc2)c2ccccc2)c1,-0.6,37,-1.4%,i,19.9
O=C(CN1c2cccc3cccc(c23)S1(=O)=O)NCCc1ccc(F)cc1,-0.4,57,6.5%,i,42.2
# Next entries follow.
SMILES,NTR1 agonist,NTR1 agonist cell count 20 µM,Rac1 GTP hydrolysis,T cell HTS,T cell HTS vesicle-bound %
COc1ccccc1NS(=O)(=O)c1ccc(C)c(C(=O)NCC2(N(C)C)CCCCC2)c1,0.0,54,-7.5%,i,40.2
CCC(CO)Oc1cc(NCc2ccc(F)cc2)c2ncn(C(C)C)c2c1 (stereo not given),-1.3,49,8.6%,i,20.8
Cc1cc(C(=O)O)ccc1[N+](=O)[O-],-1.0,57,0.7%,i,42.0
COC(=O)CCC[C@H]1CC2(C[C@H](CCCO[Si](C)(C)C(C)(C)C)N1C(=O)OC(C)(C)C)OCCO2,0.5,57,8.9%,i,15.0
Cc1ccc(NC(=O)Cn2cnc3c(OCc4ccccc4)ncnc32)cc1C,-0.7,56,6.0%,i,7.2
O=C(CSc1nnc(NC2CC2)s1)NN1C(=O)NC2(CCCCC2)C1=O,-2.5,53,0.3%,i,41.0
Cc1ccc(OCCC(=O)OCC(=O)N2CC(=O)Nc3ccccc32)cc1,0.8,56,-1.3%,i,35.3
Cc1ccc(Oc2ccc(NC(=O)C3=CC=CN4CCS(=O)(=O)N=C34)cc2)cc1,4.6,97,2.8%,i,47.6
C[C@H](CO)N1C[C@H](C)[C@H](CN(C)C)Oc2ccc(NS(=O)(=O)c3ccc(F)cc3)cc2CC1=O,0.3,70,5.4%,i,25.0
COc1ccccc1CNC(=O)Cn1nc(C(F)(F)F)cc1C,-0.4,62,2.5%,i,46.7
COc1cc(NC(=O)CCCn2c(=O)oc3ccccc32)cc(OC)c1,0.3,59,2.8%,i,34.4
C[C@@]12CCC3[C@@](CCC4[C@@]3(C)CCC[C@@]4(C)C(=O)N3CCOCC3)(CC1=O)C2 (stereo not given in full),-1.3,65,8.1%,i,15.9
CC(=O)c1ccc(S(=O)(=O)NCC2(N3CCOCC3)CCCCC2)cc1,-1.8,56,0.4%,i,44.0
CCOc1ccc(N2C(=O)CC(Sc3nc4ccc(OCC)cc4s3)C2=O)cc1 (stereo not given),0.1,38,2.2%,i,46.8
Cc1c(Cl)cccc1N1C(=O)CC(NNC(=O)c2ccc3c(c2)OCO3)C1=O (stereo not given),0.4,57,-0.9%,i,48.9
C#CCCC(=O)c1ccccc1/C=[N+](\[O-])c1ccccc1,-0.3,65,4.6%,i,41.1
CC(=O)c1ccccc1NC(=O)COC(=O)c1cc[n+]([O-])cc1,2.2,60,10.0%,i,31.6
Cc1ccc(NS(=O)(=O)c2c(F)cc(F)c(Cl)c2F)cc1S(=O)(=O)N1CCOCC1,-0.8,46,3.4%,i,54.2
O=C(Nc1cc(-c2ccccc2)nn1-c1c(Cl)cccc1Cl)c1ccc(F)cc1,0.3,59,4.6%,i,35.4
CCN(CC)S(=O)(=O)c1ccc(C(C)NC(=O)C2CCCN2C(=O)c2cccs2)cc1 (stereo not given),-0.1,51,11.3%,i,34.1

# Ordered by the number under Rac1 GTP hydrolysis (highest first): three of the compounds above.
compound | Rac1 GTP hydrolysis
C[C@@]12CCC3[C@@](CCC4[C@@]3(C)CCC[C@@]4(C)C(=O)N3CCOCC3)(CC1=O)C2 (stereo not given in full) | 8.1%
Cc1ccc(S(=O)(=O)NCC(=O)NCC2COc3ccccc3O2)cc1C (stereo not given) | 6.8%
Cc1nc(C)c(C(=O)OCC(=O)NCc2ccccc2Cl)s1 | 0.6%

# More results
SMILES,NTR1 agonist,NTR1 agonist cell count 20 µM,Rac1 GTP hydrolysis,T cell HTS,T cell HTS vesicle-bound %
CC(=O)N1CCN(C(=O)COC(=O)c2oc3ccccc3c2C)CC1,-2.4,69,4.2%,i,43.9
Cc1cccc(NC(=O)CNC(=O)Cc2ccc(S(=O)(=O)N3CCOCC3)s2)c1C,-0.3,50,0.3%,i,12.8
O=C(Cc1cccc(NC(=O)C2CCN(C(=O)C3CC3)CC2)c1)Nc1cccc(C(=O)N2CCCC2)c1,-1.1,73,6.1%,i,15.9
O=C(CSc1nnc(-c2ccncc2)o1)Nc1cccc(Cl)c1,3.4,59,6.5%,i,33.0
CNc1nnc(SCC(=O)c2cc(C)n(C3CC3)c2C)s1,-1.8,57,11.9%,i,9.4
COc1cccc(NC(=O)CN(C)C(=O)Cc2n[nH]c(=O)c3ccccc23)c1,-3.0,45,1.6%,i,38.0
COc1ccc(OCC(=O)NNC(=O)C2CCN(c3ncnc4sc(C)c(C)c34)CC2)cc1,0.3,51,2.7%,i,33.3
CN(CC1COc2ccccc2O1)C(=O)CSc1ncnc2sccc12 (stereo not given),1.9,46,7.3%,i,45.0
CC(=O)O[C@H](COc1c2ccoc2cc2oc(=O)ccc12)C(C)(C)O,0.5,52,11.2%,i,21.0
CC(=O)Nc1ccc(C(=O)COC(=O)c2nc3nc(C)cc(C)n3n2)cc1,-0.5,84,6.6%,i,44.0
Cc1ccc(C(=O)CN2C(=O)NC3(CCOc4ccccc43)C2=O)s1 (stereo not given),-1.1,64,-2.9%,i,27.8
COC(=O)[C@]1(CC(C)C)N[C@H](c2ccc(SC3CCCCC3)cc2)[C@@H]2C(=O)N(C)C(=O)[C@@H]21,5.2,40,4.3%,i,12.0
O=C(c1cccc(S(=O)(=O)Nc2ccc(F)cc2)c1)N1CCCC1,0.0,48,2.2%,i,28.6
O=C1CN(C(=O)COC(=O)c2ccc(Cl)c(S(=O)(=O)N3CCCCC3)c2)c2ccccc2N1,-0.9,61,4.0%,i,47.8
C/C=C(/C)C(=O)OC1CC(C)(C)C[C@H]2C3=CC[C@@H]4[C@@]5(C)CCC(O[C@@H]6O[C@@H](C(=O)O)[C@@H](O)C(O[C@@H]7OC[C@H](O)[C@@H](O)[C@@H]7O[C@@H]7OC(CO)C(O)[C@@H](O)[C@@H]7O)C6O[C@@H]6OC(CO)C(O)C(O)C6O)[C@@](C)(CO)[C@@H]5CC[C@]4(C)[C@]3(C)CC(O)[C@@]12CO (stereo not given in full),8.3,29,6.6%,i,23.4

# An excerpt from above in order of count of non-hydrogen atoms, smallest number first.
SMILES,NTR1 agonist,NTR1 agonist cell count 20 µM,Rac1 GTP hydrolysis,T cell HTS,T cell HTS vesicle-bound %
Cc1nc(C)c(C(=O)OCC(=O)NCc2ccccc2Cl)s1,-1.2,61,0.6%,i,36.1
Cc1nc(SCC(=O)N2CCOCC2)c2c3c(sc2n1)CCC3,0.8,59,11.9%,i,56.5
COc1ccc(C(=O)OCC(=O)c2c[nH]c3ccccc23)c(OC)c1,0.3,75,8.3%,i,30.0
